PAFAH2 inh: PAFAH2 enzyme inhibitors, primary screen, biochemical, fluorescence polarization, human; AID 492956, 2010; hit rate 0.99% among 340,000; inhibition, % at 3.39 µM; recombinant PAFAH2, FP-rhodamine activity probe;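 active = inhibition above the mean over all tested compounds plus 3 SD, cut at about 30% in these data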;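 note: inhibitors block probe labeling of enzyme so polarization drops; 0% = enzyme with DMSO and 100% = wells lacking PAFAH2 protein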
LYPLA2 counter: LYPLA2 inhibitors, primary screen, counter-screen for PME1 inhibitor project, biochemical, fluorescence polarization, FP-Rh probe ABPP; AID 2177, 2009; inhibition, % at 5.9 µM; Acyl-protein thioesterase 2 (Homo sapiens), O95372; recombinant LYPLA2; hit rate 0.38% among 320,000;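 active = inhibition above the screen-wide mean plus 3 SD, limit set per campaign, cut at about 26% in these data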;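 note: 0% = LYPLA2 with DMSO and 100% = wells lacking LYPLA2 enzyme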
Target sequence (O95372 whole entry, looked up): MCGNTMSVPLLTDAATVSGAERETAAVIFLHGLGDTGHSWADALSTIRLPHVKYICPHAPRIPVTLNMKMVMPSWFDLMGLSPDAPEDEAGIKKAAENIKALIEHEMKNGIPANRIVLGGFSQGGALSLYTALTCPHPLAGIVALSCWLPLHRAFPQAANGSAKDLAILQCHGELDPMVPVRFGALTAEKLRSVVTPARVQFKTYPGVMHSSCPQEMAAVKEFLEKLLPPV
ZTA counter: counter-screen for EBNA-1 inhibitors: inhibitors of Epstein-Barr virus ZTA | hit rate 0.15% among 320,000 | inhibition, % at 11 µM | P03206 | ZTA-DNA binding, fluorescence polarization; in the data active = inhibition above about 33%
Target sequence (P03206 whole entry, looked up): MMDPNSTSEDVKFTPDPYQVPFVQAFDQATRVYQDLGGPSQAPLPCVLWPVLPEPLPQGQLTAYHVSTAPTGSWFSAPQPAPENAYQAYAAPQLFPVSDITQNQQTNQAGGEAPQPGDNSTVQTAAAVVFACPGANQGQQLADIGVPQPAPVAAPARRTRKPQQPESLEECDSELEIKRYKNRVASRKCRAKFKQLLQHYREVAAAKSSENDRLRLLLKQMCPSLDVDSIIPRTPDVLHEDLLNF
PAFAH1B3 inh: PAFAH1B3 enzyme inhibitors, primary screen, biochemical, fluorescence polarization, human; Platelet-activating factor acetylhydrolase IB subunit alpha1 (Homo sapiens), Q15102; recombinant PAFAH1B3, FP-rhodamine probe; inhibition, % at 3.39 µM; hit rate 0.28% among 340,000; AID 492972, 2010;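 active = inhibition above the screen-wide average of all tested compounds plus 3 SD, cut at about 25% in these data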;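 note: 0% = enzyme with DMSO only and 100% = wells lacking PAFAH1B3 protein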
Target sequence (Q15102 whole entry, looked up): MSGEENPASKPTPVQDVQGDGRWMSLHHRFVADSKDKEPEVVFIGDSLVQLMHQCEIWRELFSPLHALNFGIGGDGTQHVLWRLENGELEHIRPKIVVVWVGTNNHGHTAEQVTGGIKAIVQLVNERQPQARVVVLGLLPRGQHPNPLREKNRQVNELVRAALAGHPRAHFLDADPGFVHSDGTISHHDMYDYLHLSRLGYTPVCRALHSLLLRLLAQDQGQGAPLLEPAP
LYPLA1 inh: LYPLA1 inhibitors, primary screen, counter-screen for PME1 inhibitor project, biochemical, fluorescence polarization, FP-Rh probe ABPP. Acyl-protein thioesterase 1 (Homo sapiens), O75608. recombinant LYPLA1. inhibition, % at 5.9 µM. hit rate 0.16% among 320,000. AID 2174, 2009;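 active = inhibition above the mean of all tested compounds plus 3 SD, set per campaign, cut at about 14% in these data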;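 note: inhibitors block serine hydrolase probe labeling of LYPLA1 so polarization falls; 0% = enzyme with DMSO and 100% = wells lacking LYPLA1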
Target sequence (O75608 whole entry, looked up): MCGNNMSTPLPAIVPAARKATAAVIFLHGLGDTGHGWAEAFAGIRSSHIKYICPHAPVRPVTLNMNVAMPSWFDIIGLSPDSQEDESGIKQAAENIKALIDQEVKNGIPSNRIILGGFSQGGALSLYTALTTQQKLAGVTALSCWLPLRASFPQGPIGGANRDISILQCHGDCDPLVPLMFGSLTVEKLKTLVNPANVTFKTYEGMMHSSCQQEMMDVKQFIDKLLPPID
PAFAH1B2 inh: PAFAH1B2 enzyme inhibitors, primary screen, biochemical, fluorescence polarization, human. Platelet-activating factor acetylhydrolase IB subunit alpha2 (Homo sapiens), P68402. recombinant PAFAH1B2, FP-rhodamine activity probe. inhibition, % at 3.39 µM. hit rate 1.2% among 340,000. AID 492953, 2010;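 active = inhibition above the mean of all tested compounds plus 3 SD, cut at about 24% in these data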;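 note: 0% = enzyme with DMSO and 100% = wells lacking PAFAH1B2; many of its hits are not listed in these tables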
EBNA-1 inh: EBNA-1 DNA-binding inhibitors, primary screen, biochemical, fluorescence polarization; hit rate 0.34% among 300,000; inhibition, % at 14.8 µM; AID 1950, 2009; in the data active = inhibition above about 28%
PREPL inhibitor: PREPL enzyme inhibitors, primary screen, biochemical, fluorescence polarization. recombinant PREPL, fluorescence polarization activity-based probe. inhibition, % at 5.96 µM. hit rate 0.68% among 320,000. Prolyl endopeptidase-like (Homo sapiens), Q4J6C6; in the data active = inhibition above about 43%;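 note: 0% = enzyme with DMSO and 100% = wells lacking enzyme; many of its hits are not listed in these tables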
pPAFAH FP inh: pPAFAH enzyme inhibitors, primary screen, biochemical, fluorescence polarization, human. Platelet-activating factor acetylhydrolase (Homo sapiens), Q13093. recombinant pPAFAH, FP-rhodamine probe fluorescence polarization. inhibition, % at 3.39 µM. hit rate 1.5% among 330,000. AID 463082, 2010;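 active = inhibition above the mean inhibition across the screen plus 3 SD, cut at about 25% in these data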;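 note: inhibitors block binding of the rhodamine activity-based probe so polarization drops; 0% = enzyme with DMSO and 100% = wells lacking pPAFAH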
* marks the source's active call; other numbers are inactive results; . = not tested or not shown. An excerpt (hit frequency here may not be typical).

Screens by letter – A = PAFAH2 inh; B = LYPLA2 counter; C = ZTA counter; D = PAFAH1B3 inh; E = LYPLA1 inh; F = PAFAH1B2 inh; G = EBNA-1 inh; H = PREPL inhibitor; I = pPAFAH FP inh
1) COC(=O)[C@@H](NC(=O)N1CCN(c2cccc(C(F)(F)F)c2)CC1)C(C)C
  A = -4; B = 6; C = -4; D = 5; E = -1; F = -1; G = 8; H = 11; I = 9

2) O=c1[nH][nH]c(C(F)(F)F)c1C=Nc1ccccc1
  A = 2; B = 1; C = -2; D = 7; E = 2; F = 7; G = 4; H = 0; I = 1

3) Clc1ccccc1CO/N=C1\CCCc2nonc21
  A = -5; B = 2; C = 0; D = 3; E = 4; F = 2; G = 3; H = 13; I = 14

4) COc1ccc(C(C(=O)NCc2ccccc2)N(Cc2ccco2)C(=O)c2snc(C(N)=O)c2N)cc1 (centres undefined)
  A = 2; B = -5; C = -12; D = 2; E = -4; F = 1; G = -7; H = -17; I = 9

5) CCn1c(=S)[nH]c2ccccc21
  A = 6; B = -4; C = -13; D = 2; E = 0; F = 0; G = -1; H = 1; I = 4

6) Nc1nonc1C(=O)N/N=C/c1ccncc1
  A = -6; B = 0; C = -12; D = 4; E = 3; F = 2; G = -7; H = -8; I = -1

7) CC(C)CN(C(=O)CCNC(=O)c1ccc(Cl)cc1)C1CCS(=O)(=O)C1 (centres undefined)
  A = 3; B = .; C = .; D = -3; E = .; F = 4; G = .; H = 16; I = 4

8) COc1ccc(-c2cc(=O)oc3cc(OCC(=O)NCCN4CCOCC4)ccc23)cc1
  A = 1; B = 1; C = 9; D = 5; E = -4; F = 1; G = 4; H = 0; I = 4

9) COc1ccc(NC(=O)Cn2c(-c3ccccc3)cc(C(C)=O)c2C)c(OC)c1
  A = 5; B = 4; C = 4; D = 8; E = 1; F = 0; G = -5; H = -4; I = 5

10) COc1ccc(-c2ccnc3nc(/N=C/N(C)C)nn23)cc1
  A = .; B = -2; C = 0; D = .; E = -3; F = .; G = -13; H = 0; I = -3

11) Cc1cc(C)n(CC(O)COc2ccc(F)cc2)n1 (centres undefined)
  A = -8; B = 2; C = -14; D = 11; E = -2; F = 0; G = -9; H = -4; I = 2

12) CCOC(=O)CCc1c(C)c(C#N)c2nc3ccccc3n2c1-n1ccnc1C
  A = -4; B = -7; C = -8; D = -1; E = -4; F = 0; G = 5; H = -9; I = 1

13) CCOC(=O)c1cc2ccccc2n1CC(=O)c1ccccc1
  A = 2; B = 2; C = 19; D = 4; E = 3; F = 7; G = 9; H = 11; I = 3

14) CN(C)S(=O)(=O)c1cccc(C(=O)OCC(=O)NCc2ccccc2)c1
  A = 30*; B = -1; C = 7; D = 4; E = -3; F = 2; G = 12; H = 5; I = 15

15) O=C(Nc1ccc(S(=O)(=O)Nc2nccs2)cc1)c1cccc(F)c1
  A = -2; B = -8; C = 6; D = -1; E = -6; F = 4; G = -4; H = -1; I = 0

16) Cc1ccc2cc(C)c(SCC(=O)Nc3ccc(S(=O)(=O)N4CCCC4)cc3)nc2c1
  A = -14; B = -36; C = 10; D = -6; E = -19; F = -5; G = -1; H = -10; I = -12

17) CCO[C@@H]1OC(C(=O)NC2CC2)=C[C@H](c2ccc(Br)cc2)[C@H]1CCCO
  A = 9; B = 2; C = 23; D = -2; E = 2; F = 7; G = 11; H = 11; I = -2

18) CC(=O)N(C)C1=C(O)c2ccccc2C(=O)C1=O
  A = -2; B = 2; C = 14; D = 4; E = -5; F = 0; G = 6; H = 2; I = 2

19) CC1(C)N=C(c2ccc(Cl)cc2)C(=O)N1
  A = 3; B = -1; C = 21; D = 9; E = 1; F = 1; G = 14; H = 1; I = 1

20) COc1ccc(N2CCN(C3CC(=O)N(C)C3=O)CC2)cc1 (centres undefined)
  A = 5; B = 2; C = 4; D = 3; E = 1; F = 1; G = 6; H = -1; I = 0

21) CCC(C)NC(=O)c1ccc(NS(=O)(=O)c2ccc3[nH]c(=O)[nH]c3c2)cc1 (centres undefined)
  A = -3; B = 8; C = -7; D = 11; E = 4; F = 2; G = -1; H = 2; I = -4

22) Cc1cccc(-c2nc3c(c(SCC(=O)N4CCOCC4)n2)COC(C)(C)C3)c1
  A = -4; B = 6; C = -12; D = 8; E = -2; F = 5; G = -6; H = 6; I = 4

23) Cc1c(NC(=O)C(C)OC(=O)c2c3c(nc4ccccc24)CCC3)c(=O)n(-c2ccccc2)n1C (centres undefined)
  A = -2; B = 0; C = -1; D = 9; E = -1; F = -1; G = 3; H = 4; I = 21

24) O=C(O)c1ccc2c(c1)C(=O)N(c1cccc3ccccc13)C2=O
  A = 16; B = 2; C = 13; D = 16; E = 2; F = 6; G = -20; H = 8; I = 0

25) CCc1ccc2[nH]c(=O)c(CN(CCCN3CCOCC3)C(=O)Nc3ccc(F)cc3)cc2c1
  A = -3; B = 0; C = 5; D = -2; E = 1; F = 3; G = 3; H = -7; I = 3

26) Clc1cccc2sc(N3CCOCC3)nc12
  A = -18; B = -3; C = 8; D = 30*; E = -1; F = 20; G = -2; H = -13; I = 2

27) COc1ccc(CN2CCNC(=O)C2CC(=O)N(C)CC2CCOCC2)c(F)c1 (centres undefined)
  A = 0; B = -4; C = -12; D = 3; E = 3; F = 1; G = -11; H = 3; I = -2

28) CC(=O)Nc1ccc(NC(=O)C(C)OC(=O)/C=C/c2ccc3c(c2)OCO3)cc1 (centres undefined)
  A = 3; B = 5; C = 4; D = 5; E = 4; F = -6; G = 11; H = -7; I = 3

29) CCCNC(=O)C(NS(=O)(=O)c1cccc2nsnc12)c1ccccc1 (centres undefined)
  A = 2; B = 8; C = -12; D = -3; E = -1; F = 4; G = -10; H = 4; I = 3

30) Cc1cc(S(=O)(=O)NCc2ccccc2)ccc1OCC(=O)N1CCOCC1
  A = 0; B = -2; C = 20; D = -1; E = 0; F = 5; G = 5; H = -1; I = 8

31) COc1ccccc1CNc1nc2ccccc2n1CCN1CCCCC1
  A = 10; B = 0; C = -9; D = 0; E = -2; F = 6; G = -4; H = 37; I = 4

32) CCOC(=O)c1c(C)[nH]c(C(=O)OC(C)C(=O)NCc2ccccc2)c1C (centres undefined)
  A = 6; B = -3; C = -1; D = 2; E = 3; F = -2; G = -3; H = -3; I = -2

33) Cc1ccc(C(NC(=O)c2ccccc2)C(Cl)Cl)cc1 (centres undefined)
  A = 2; B = -6; C = 9; D = 5; E = -4; F = 16; G = 5; H = -1; I = 5

34) Cc1ccc(/C=N/NC(=O)c2nnn(-c3nonc3N)c2CSc2ccc(Cl)cc2)o1
  A = 3; B = 6; C = -11; D = 9; E = -5; F = 0; G = -21; H = 8; I = 0

35) O=C(CSc1nc2ccccc2[nH]1)NCc1ccco1
  A = -3; B = 4; C = -5; D = 0; E = 1; F = 1; G = -16; H = 19; I = 0

36) O=C1[C@@H]2CSCN2C(=O)CN1Cc1c(F)cccc1Cl
  A = 1; B = 5; C = 11; D = 0; E = -1; F = 6; G = 4; H = -1; I = 5

37) COc1ccc(-c2csc(N(CC3CCCO3)C(=O)c3ccccc3)n2)cc1 (centres undefined)
  A = 3; B = -3; C = -1; D = 4; E = -5; F = -3; G = 9; H = 5; I = 4

38) O=C(NC1=NCCS1)c1cc(-c2ccc(F)cc2)nc2ccccc12
  A = -1; B = -2; C = -2; D = 10; E = -1; F = 6; G = -1; H = -5; I = -2

39) CN(C)S(=O)(=O)c1cccc(NC(=O)CSc2nncn2-c2ccccc2)c1
  A = -3; B = 2; C = -13; D = 5; E = 3; F = 4; G = 2; H = -6; I = -6

40) CCCCNC(=O)c1cc(C)nc2ccccc12
  A = 2; B = -1; C = -1; D = 4; E = -1; F = 1; G = -5; H = 12; I = -4

41) O=C(CCC(F)(F)F)N1CCCC(CO)(CCc2ccccc2)C1 (centres undefined)
  A = 3; B = -1; C = -1; D = 3; E = -4; F = 3; G = 4; H = 8; I = 7

42) CCOC(=O)c1c(NC(=O)COC(=O)CC(NC(C)=O)c2ccccc2)sc(C(=O)NC)c1C (centres undefined)
  A = 12; B = -1; C = -24; D = 4; E = 0; F = 5; G = -5; H = 6; I = -5

43) CC1(C)CC2CC(C)(CN2C(=O)COC(=O)c2cccc(O)c2)C1 (centres undefined)
  A = 8; B = 2; C = 1; D = 3; E = 0; F = 12; G = .; H = 2; I = -3

44) CCSc1ccc(-c2ccco2)nn1
  A = 0; B = 9; C = -15; D = 5; E = 5; F = -4; G = -11; H = -4; I = 1

45) O=C(Nc1ccc(NC(=S)NC(=O)c2ccccc2Cl)cc1)c1cccc(Cl)c1
  A = -6; B = -66; C = 4; D = 4; E = -30; F = -5; G = 6; H = -8; I = -30

46) Cc1nn(CCOc2ccccc2)c(=O)n1-c1c(F)cccc1F
  A = -4; B = -3; C = 9; D = 6; E = -3; F = 4; G = 8; H = 4; I = 5

47) COc1ccc(NC(=S)NNS(=O)(=O)c2ccc3ccccc3c2)c(OC)c1
  A = 9; B = -2; C = -2; D = 8; E = 2; F = 5; G = 1; H = -16; I = 2

48) CCN(CC)CC(=O)N1CCCC(N2CCN(c3cccc(C(F)(F)F)c3)CC2)C1 (centres undefined)
  A = 5; B = 8; C = 4; D = 5; E = -2; F = 7; G = -1; H = 6; I = -4

49) CN(CC(=O)NCc1ccc(F)cc1)S(=O)(=O)c1ccc2c(c1)c(=O)n(C)c(=O)n2C
  A = -2; B = 0; C = -2; D = 4; E = 2; F = 0; G = 7; H = 2; I = 2

50) Fc1ccc(NCc2nnc3n2CCCCC3)cc1
  A = 7; B = 2; C = -13; D = 7; E = 4; F = -5; G = 4; H = 10; I = 0

51) CCOc1ccc(CNC(=O)c2ccccc2NC(=O)C2=CSCCO2)cc1
  A = 3; B = 1; C = -1; D = 1; E = -2; F = 7; G = 2; H = -2; I = -2

Some values from the list.
For PAFAH1B2 inh, O=C(Nc1ccc(NC(=S)NC(=O)c2ccccc2Cl)cc1)c1cccc(Cl)c1 reads -5
For LYPLA2 counter, COc1ccc(C(C(=O)NCc2ccccc2)N(Cc2ccco2)C(=O)c2snc(C(N)=O)c2N)cc1 (centres undefined) reads -5
For PREPL inhibitor, CC(=O)Nc1ccc(NC(=O)C(C)OC(=O)/C=C/c2ccc3c(c2)OCO3)cc1 (centres undefined) reads -7

Results in ZTA counter, for 2 of the compounds above:
# | SMILES | ZTA counter
35 | O=C(CSc1nc2ccccc2[nH]1)NCc1ccco1 | -5
36 | O=C1[C@@H]2CSCN2C(=O)CN1Cc1c(F)cccc1Cl | 11
